Compound activity: PubChem, National Center for Advancing Translational Sciences (NCATS)
PGK inhibitor = blocks T. brucei phosphoglycerate kinase; Potency, µM (top dose mostly 57.5 µM), inactives show at the highest dose activity change, negative = inhibition, most hits filed as inhibitors; AID 602233; P07378; PGK/GAPDH coupled, Kinase-Glo luminescence, 60 min; 0.043% of 380,000 active; also: potency is read from the fitted curve at half-maximal effect; % is scaled to controls: 0 for no effect and ±100 for the full control effect; nearly all actives have a fitted effect of over 60% in size
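Recombinant glycosomal PGK reaction used 1,3-bisphosphoglycerate generated in-well by GAPDH (100nM final) in 100mM TEA pH 7.6, 5mM MgCl2, 0.01% Tween-20. After 60 minutes at room temperature, ATP was read by Kinase-Glo Plus luminescence end-point.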
PI4K2A inh = PI4K2A (human) kinase inhibition | Q9BTU6 | purified PI4K2A, ADP-Glo luminescence, 1 h; stronger effect = lower value | activity change, negative = inhibition, % at 76.9 µM | 0.13% of 420,000 active | AID 1346378; in the data active = activity change below about -50%; inconclusive = mostly about -30% to -49%;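 also: -100% = wells without enzyme as full effect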
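Compounds are screened against recombinant PI4K2A using PI as substrate and ATP, the latter dispensed at 300 microM. Reactions run one hour at ambient temperature before ADP-Glo detection; full inhibition defined by wells lacking enzyme.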
BAZ2B block = BAZ2B (human) inhibition; AlphaScreen BAZ2B-H3K14Ac peptide displacement; AID 504333; 4.4% of 360,000 active; Potency, µM (doses to about 114 µM), inactives show at the top dose activity change, negative = inhibition, usual class: inhibitors; also: potency is read from the fitted curve at half-maximal effect; % is scaled to controls: 0 for no effect and ±100 for the full control effect; nearly all actives have a fitted effect of over 60% in size
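AlphaScreen luminescence quantifies BAZ2B engagement of H3K14Ac peptide; the protein and biotinylated peptide are both at 50 nM final, buffer PBS pH 7.4 with 0.01% Tween-20, all steps at room temperature.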
G9a inh = G9a (human) methyltransferase inhibition; AID 504332; 8.8% of 350,000 active; G9a H3K9 monomethylation, AlphaScreen, 2 h; Q96KQ7; Potency, µM (highest dose often 102 µM), inactives show at the top dose activity, negative = inhibition, most hits filed as inhibitors; also: potency is read from the fitted curve at half-maximal effect; % is scaled to controls: 0 for no effect and ±100 for the full control effect; nearly all actives have a fitted effect of over 75% in size
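G9a (20 nM) preincubated 15 min RT with compounds, then 500 nM biotinylated H3K9 peptide and 20 uM SAM added; 2 h RT reaction. Monomethyl-H3K9 product detected by AlphaScreen with anti-H3K9me1 antibody, streptavidin donor and anti-rabbit IgG acceptor beads.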
HP1b binding inh = inhibitors of HP1-beta chromodomain binding to methylated histone tails; Potency, µM (top dose mostly 114 µM), without a hit: top-dose activity change, negative = inhibition, most hits filed as inhibitors; 0.56% of 390,000 active; AID 540317; AlphaScreen HP1-beta / biotin-H3K9me3 peptide binding; P83916; also: potency is read from the fitted curve at half-maximal effect; nearly all actives have a fitted effect of over 70% in size; inactives centre near 23
Target sequence (P83916 whole entry, looked up): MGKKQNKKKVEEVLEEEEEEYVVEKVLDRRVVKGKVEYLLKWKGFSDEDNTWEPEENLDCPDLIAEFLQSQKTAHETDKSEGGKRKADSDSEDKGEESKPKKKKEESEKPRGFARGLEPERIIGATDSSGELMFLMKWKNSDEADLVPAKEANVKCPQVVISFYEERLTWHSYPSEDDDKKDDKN
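Compound inhibition of the preformed complex between 50 nM HP1-beta and 50 nM biotinylated H3K9me3 peptide was read by AlphaScreen. Buffer was PBS pH 7.4 with 0.01% Tween-20. Incubations ran 30 min at room temperature, with 10 ug/mL donor/acceptor beads.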
GLS inhibitor = inhibitors of human glutaminase (GLS) | 0.21% of 410,000 active | AID 624170 | Potency, µM (titrated, usually from 45.5 µM), for the others: top-dose activity change, negative = inhibition, actives largely listed as inhibitors | GLS enzymatic activity, qHTS titration; also: potency is read from the fitted curve at half-maximal effect; % is scaled to controls: 0 for no effect and ±100 for the full control effect
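Two-point fluorescence kinetic (t0, 30 min RT) for hKGA; glutamate detected via glutamate oxidase–HRP–Amplex Red. Substrate: 1 mM L-glutamine solution; buffer 45 mM KH2PO4, pH 8.2.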
ERG-DNA inh = ERG Ets/DNA interaction inhibition; Potency, µM (top dose mostly 76.9 µM), inactives show at the highest dose FP activity, negative = inhibition, usual class: inhibitors; P11308; fluorescence polarization, His-ERG Ets domain / labelled DNA; 0.028% of 370,000 active; active = well fitted inhibition curve with a large enough effect in the polarisation, with a control signal flat; inconclusive = small, poorly fitted or top-dose-only effect, or effect the other way, or a change in a side signal; inactive = no such curve, though single readings can be large or run the other way; the % refers to the polarisation;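 also: polarization taken with two DNA probes labelled with fluorescein and Texas red; potency is read from the fitted curve at half-maximal effect; % of control where 0% means no effect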
Target sequence (P11308 whole entry, looked up, the tested form may be a part): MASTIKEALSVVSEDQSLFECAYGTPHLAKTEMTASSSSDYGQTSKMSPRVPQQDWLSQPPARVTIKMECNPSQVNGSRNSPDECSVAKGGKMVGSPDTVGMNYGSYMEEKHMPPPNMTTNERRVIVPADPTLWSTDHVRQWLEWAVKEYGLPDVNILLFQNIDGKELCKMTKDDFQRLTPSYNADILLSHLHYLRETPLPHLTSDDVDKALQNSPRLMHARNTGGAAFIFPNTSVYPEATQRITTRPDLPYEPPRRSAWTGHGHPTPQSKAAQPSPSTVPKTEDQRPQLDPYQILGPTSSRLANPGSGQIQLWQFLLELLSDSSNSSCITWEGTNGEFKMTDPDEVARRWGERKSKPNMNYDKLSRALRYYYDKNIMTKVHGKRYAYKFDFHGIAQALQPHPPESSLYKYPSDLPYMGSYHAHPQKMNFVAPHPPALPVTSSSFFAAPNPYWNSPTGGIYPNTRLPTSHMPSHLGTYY
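His-tagged ERG Ets domain (1 uM in the protein solution; 300mM KCl, 50mM Tris-HCl, 1mM EDTA, 1mM DTT, pH 7.5) received compound, then a probe mix of 5 nM fluorescein-DNA and 100nM Texas-615-DNA. Fluorescence polarization was read for both dyes.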
Pin1 inhibitor = blocks the human prolyl isomerase Pin1 | Q13526 | Pin1 FP peptide displacement, HiFluor488, 10 min | Potency, µM (top dose mostly 115 µM), for inactives: at the highest dose activity, negative = inhibition, usual class: inhibitors | 0.009% of 390,000 active | AID 504891; active = well fitted inhibition curve with a large enough effect in the polarisation, with a control signal flat, not every such curve was filed as active; inconclusive = small, poorly fitted or top-dose-only effect, or effect the other way, or a change in a side signal; inactive = no such curve, though single readings can be large or run the other way; the % refers to the polarisation; also: potency is read from the fitted curve at half-maximal effect; % is scaled to controls: 0 for no effect and ±100 for the full control effect
Target sequence (Q13526 whole entry, looked up): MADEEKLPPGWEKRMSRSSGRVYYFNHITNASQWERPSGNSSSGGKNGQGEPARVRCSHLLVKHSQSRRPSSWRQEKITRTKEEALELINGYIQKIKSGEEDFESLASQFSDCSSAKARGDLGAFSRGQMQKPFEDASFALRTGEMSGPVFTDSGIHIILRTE
JMJD2A Tudor = JMJD2A Tudor domain (human) inhibition | O75164 | AlphaScreen JMJD2A-Tudor / H3K4me3 peptide binding | Potency, µM (series often up to 114 µM), for inactives: at the top dose activity change, negative = inhibition, most hits filed as inhibitors | 4.4% of 390,000 active; also: potency is read from the fitted curve at half-maximal effect; % is scaled to controls: 0 for no effect and ±100 for the full control effect; nearly all actives have a fitted effect of over 50% in size
An asterisk follows results filed as active; i = inactive; ? = inconclusive; . = no result given; & = joins results of further samples; [ ] = remark or other dose. Unless noted, calls follow the shape of the dose curve; as a rule, active = well fitted curve in the direction sought with a large enough effect; inconclusive = small, poorly fitted or top-dose-only effect, or another doubt; inactive = no such curve, though single readings can be large; an effect the other way counts as inactive or inconclusive.

Second line of a record – PGK inhibitor	HP1b binding inh	BAZ2B block	G9a inh	PI4K2A inh	Pin1 inhibitor	ERG-DNA inh	GLS inhibitor	JMJD2A Tudor
O=C(c1ccco1)N(Cc1cc2ccccc2[nH]c1=O)C1CCCCC1
→ 2%	33%	-4%	-26%[12.7 µM]	5	0%	1%	5%	-4%
CN(C)C(=S)NC(=O)c1cccc(Cl)c1
→ i	-8%	-27%	?	2	0%	1%	-2%	-30%
O=C(NCC(=O)N1CCCCC1)c1ccc(Br)o1
→ -2%	19%	-3%	55%[activator]	4	-6%	-4%	4%	-10%
COCCn1c(C)cc(C(=O)COC(=O)c2ccc[nH]c2=O)c1C
→ 2%	0%	-27%	-6%[59 µM]	2	0%	-7%	6%	-11%
O=C(Nc1ccc(F)cc1)C(=O)c1c(O)[nH]c2ccc([N+](=O)[O-])cc12
→ -26%	-17%	?	32µM*	1	?	6%	2%	?
COc1ccccc1C1C2=C(COC2=O)Nc2cc3c(cc21)OCO3 (stereo unspecified)
→ 0%	30%	?	.	3	-5%	1%	.	-11%
COCCNc1oc(-c2cccs2)nc1S(=O)(=O)c1ccc(C)cc1
→ i	27%	-35%	?	-1	2%	13%	-13%	-25%
Cc1oc(-c2ccccc2)nc1CNC(=O)NC1CCCCC1
→ -7%	13%	-2%	18%[59 µM]	-5	-13%	-2%	2%	-9%
CCOC(=O)N1CCN(C(=O)c2ccc(S(=O)(=O)Nc3cccc(C(F)(F)F)c3)cc2)CC1
→ -1%	28%	-3%	-22%	0	-3%	-13%	-1%	-12%
O=C(CN1C(=O)CCc2cc(S(=O)(=O)N3CCOCC3)ccc21)Nc1cccc(Cl)c1
→ -11%	13%	-7%	0%[59 µM]	0	-1%	-1%	3%	-18%
O=C(c1cc2ccccc2o1)N1CCN(S(=O)(=O)c2ccc(F)c(F)c2F)CC1
→ -1%	34%	-5%	7%[12.7 µM]	2	2%	-10%	-4%	-18%
CSc1ccn(CCC(=O)O)c(=O)n1
→ 7%	38%	3%	10%[12.7 µM]	3	-5%	0%	5%	0%
CNC(=S)N(CCO)Cc1cc2cc3c(cc2[nH]c1=O)OCCO3
→ .	19%	33%[activator]	0%[2.33 µM]	1	-5%	-1%	3%	-2%
CC1(C)CCC(=O)c2ccccc21
→ -4%	16%	.	.	-1	1%	7%	-3%	5%
O=C(NNc1nc2ccccc2s1)Nc1ccccc1
→ i	21%	-34%	2%[59 µM]	-5	-3%	-14%	-5%	-21%
O=C(NCCCN1CCOCC1)c1cnn2c(-c3ccccc3)cc(-c3ccccc3)nc12
→ i	59%[activator]	10%	-9%	-1	3%	-4%	2%	-5%
O=C(CSc1ncn[nH]1)N1CCN(c2nnc(-c3ccccc3)c3ccccc23)CC1
→ 2%	51%[activator]	5%	10%[59 µM]	8	1%	-2%	.	-12%
Cc1ccc(C)c(NS(=O)(=O)c2ccc3c(c2)NC(=O)CO3)c1
→ -1%	40%[activator]	-13%	39%	-2	-6%	-7%	10%	-8%
Cc1ccc2c(c1)N(CC(=O)Nc1ccccc1C(F)(F)F)C(=O)c1cccnc1O2
→ -1%	11%	4%	-8%[59 µM]	0	10%	6%	1%	-4%
NC(=O)c1cc(-c2ccccc2)nc(Oc2ccccc2)n1
→ -7%	18%	-2%	5%[12.7 µM]	3	-2%	6%	-1%	-2%
CC1(C)CC(=O)/C(=C(\O)Cc2ccccc2)C(=NCCCCCC(=O)O)C1
→ -4%	13%	10%	0%[59 µM]	-4	-3%	10%	-8%	-2%
Cc1ccc(S(=O)(=O)NCc2ccc(C(=O)N3CCN(c4ccc([N+](=O)[O-])cc4)CC3)cc2)cc1
→ 2%	11%	-14%	?	0	16%	2%	-2%	-14%
O=C(O)c1ccc(/C=N/n2cc(-c3ccccc3)[nH]c2=S)cc1
→ -8%	41%[activator]	-13%	.	-6	?	-8%	?	2.8µM*
COc1ccc(NC(=O)COC(=O)c2cc(SC)ccc2Cl)c(OC)c1
→ -6%	56%[activator]	-5%	14%[59 µM]	4	1%	-6%	-1%	17%
Cc1ccc(NC(=O)COC(=O)c2sccc2C)cc1S(=O)(=O)N1CCOCC1
→ -9%	43%[activator]	1%	50µM*	-1	1%	3%	-6%	-10%
O=C(c1ccccc1F)N1CCN(c2ccc([N+](=O)[O-])cc2-n2cccc2)CC1
→ 0%	9%	22µM*	.	1	10%	2%	1%	?
O=C(CSCc1ccc([N+](=O)[O-])cc1)Nc1ccccc1C(=O)O
→ 5%	51%[activator]	?	?	4	-11%	-1%	0%	5%
CCCCC(=O)Nc1ccc(C(=O)NNC(=S)NC(=O)c2ccccc2[N+](=O)[O-])cc1
→ i	27%	-4%	?	0	0%	-5%	-3%	-13%
Cc1cc(C)nc(NS(=O)(=O)c2ccc(N/C=C/C(=O)c3ccc(Cl)cc3)cc2)n1
→ 0%	-2%	9%	?	3	?	-7%	31%	-16%
CC1(c2ccc3ccccc3c2)NC(=O)N(CC(=O)N2CCCC(C(F)(F)F)C2)C1=O (stereo unspecified)
→ 1%	12%	-2%	2%[59 µM]	-2	-3%	7%	12%	-16%
COc1cc(/C=C/[N+](=O)[O-])ccc1OC(=O)/C=C/c1ccc(F)cc1
→ -6%	6%	8%	.	5	7%	-5%	4%	-19%
Cc1ccc2c(=O)cc(C(=O)Nc3c(C)n(C)n(-c4ccccc4)c3=O)oc2c1C
→ -3%	15%	-8%	-4%[59 µM]	-5	5%	1%	1%	1%
Cc1cc(C)cc(NC(=O)C(=O)NCCCN2CCOCC2)c1
→ -3%&-4%	16%&20%	-1%&5%	7%	1&4	9%&6%	-10%&-1%	10%&-13%	-8%&-16%
Cc1ccc(N(CC(=O)NCc2ccc(Cl)cc2)S(C)(=O)=O)cc1
→ -2%	37%	-1%	-11%	-5	5%	9%	-6%	-5%
Cc1cccc(-c2c(O)cc(=O)[nH]c2Cl)c1
→ i	16%	-24%	-43%	3	11%	21%	7%	-28%
S=C(NCC1CCCO1)NC1CCCCC1 (stereo unspecified)
→ -10%	11%	?	50µM*	11	1%	7%	-1%	-21%
Cn1c(=O)c2c(nc(CN3CCN(c4ccccc4)CC3)n2CCN2CCOCC2)n(C)c1=O
→ -8%	22%	-1%	50µM*	0	-2%	4%	35%[activator]	-13%
O=C(NCC1CCCO1)c1cc2cc(F)ccc2[nH]1 (stereo unspecified)
→ -2%	21%	-9%	2%	8	-6%	14%	-10%	-9%
O=C(NC(=S)NCc1ccco1)c1ccccc1
→ -4%	19%	-4%	.	-4	-6%	-3%	-10%	3%
COc1cc(OC)c(NC(=O)c2ccoc2C)cc1Cl
→ -8%	13%	-1%	-6%[12.7 µM]	5	2%	0%	-2%	-23%
CCCc1nnc(NC(=O)CCC(=O)N2CCN(CCn3c(C)ccc3C)CC2)s1
→ -7%	14%	-10%	71µM*	0	3%	2%	-21%	-3%
Cc1ccc(C)c(S(=O)(=O)N2CCCOC2CNC(=O)C(=O)NC2CCCC2)c1 (stereo unspecified)
→ 10%	20%	-7%	?	-2	-1%	8%	10%	-1%
COc1ccccc1OCc1ccc(C(=O)Nc2ccc(Cl)cn2)o1
→ i	28%	-22%	-1%	-1	-4%	-3%	5%	-7%
O=C(COC(=O)c1cc(S(=O)(=O)N2CCOCC2)cs1)c1ccccc1
→ 4%	15%	-5%	-44%[59 µM]	6	1%	-26%	1%	-5%
CCc1nc(SCC(=O)N2CCc3cc(OC)c(OC)cc3C2)c(C#N)cc1C
→ 2%	21%	.	.	2	3%	-9%	3%	-17%
Cc1cc(C)cc(NC(=O)C2CCN(C(=O)c3cccs3)CC2)c1
→ 2%	17%	-31%	-34%	5	-5%	6%	0%	-11%
CCOC(=O)C1Cc2c([nH]c3ccccc23)CN1 (stereo unspecified)
→ -2%	5%	-37%	.	3	2%	0%	18%	-16%[57.1 µM]
COc1ccc(Cc2nc3ccccc3c(=O)n2N)cc1OC
→ -7%	30%	.	.	-2	-4%	2%	7%	-7%
CCCCn1c(SCC(=O)c2ccc(O)c(O)c2)nc2ccsc2c1=O
→ -14%	?	?	7%[59 µM]	1	?	6%	9%	?
Cc1cccc(NC(=O)C(=O)NCC(c2ccc3c(c2)OCO3)N2CCOCC2)c1C (stereo unspecified)
→ 24%	13%[57 µM]	-9%	-23%[59 µM]	1	?	-20%	-1%	-15%
COc1cc(NS(=O)(=O)c2ccc3ccccc3c2)c2ncccc2c1
→ -8%	31%	19%	26%	-5	18%&-1%	-7%	5%	-14%&-12%
Cc1cc(C)nc(SCc2ccc(C(=O)O)o2)n1
→ 3%	39%	-10%	-47%[12.7 µM]	11	2%	2%	6%	-15%
CC(C)CN(C(=O)CSc1nc(N)cc(N)n1)C1CCS(=O)(=O)C1 (stereo unspecified)
→ -4%	29%	.	.	20	3%	-15%	-6%	2%
CC(C)c1ccc(NC(=O)CN2CCN(c3ccccn3)CC2)cc1
→ -2%	19%	4%	16%	5	-2%	2%	1%	-19%
